# FXIIa inh: factor XIIa (human) inhibition; AID 800; purified FXIIa, Boc-QGR-AMC fluorogenic substrate, 2 h; hit rate 0.3% among 220,000; inhibition, % at 5 µM; in the data active = inhibition above about 40%;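 also: 0% = enzyme with no compound and 100% = blank without enzyme; many of its hits are not listed in these tables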
# p97 inhibitor: inhibitors of human p97 ATPase; P55072; recombinant p97 ATPase, Kinase-Glo ATP luminescence, 3 h; inhibition, % at 8 µM; hit rate 0.42% among 220,000; AID 1481; in the data active = inhibition above about 15%;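 also: 0% = DMSO vehicle and 100% = wells lacking enzyme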
# KLK5 inh: kallikrein 5 (human) inhibition; Q9Y337; recombinant hK5, fluorogenic AMC substrate cleavage; inhibition, % at 5 µM; hit rate 0.59% among 210,000; AID 873;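 active = inhibition of 40% or more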;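 also: 0% = enzyme controls without compound and 100% = no-enzyme blanks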
# 14-3-3 Bad PPI: disrupts binding of bovine 14-3-3 zeta to phospho-Bad peptide. TR-FRET 14-3-3zeta/Dy647-pBad peptide displacement, 1 h. AID 781. P63103. inhibition, % at 21.7 µM. hit rate 0.71% among 220,000;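 active = inhibition above about 70%, limit read from the data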;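 also: 0% = full 14-3-3 plus peptide FRET controls and 100% = background without 14-3-3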
# Wee1 degr inh: human Wee1 degradation inhibition, primary screen; HeLa Luc-Wee1K328M stability, luciferase luminescence; 100% = proteasome inhibitor MG132 effect; reporter increase, % at 5 µM; hit rate 1.2% among 220,000; AID 1321;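 active = activation above the mean of all tested compounds plus 3 SD, set per screening run, cut at about 8.8% in these data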;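 also: cells exposed to compound for 20 h before luminescence read; 0% = DMSO alone and 100% = MG132 at 30 µM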
# Target sequence (P30291 whole entry K328M): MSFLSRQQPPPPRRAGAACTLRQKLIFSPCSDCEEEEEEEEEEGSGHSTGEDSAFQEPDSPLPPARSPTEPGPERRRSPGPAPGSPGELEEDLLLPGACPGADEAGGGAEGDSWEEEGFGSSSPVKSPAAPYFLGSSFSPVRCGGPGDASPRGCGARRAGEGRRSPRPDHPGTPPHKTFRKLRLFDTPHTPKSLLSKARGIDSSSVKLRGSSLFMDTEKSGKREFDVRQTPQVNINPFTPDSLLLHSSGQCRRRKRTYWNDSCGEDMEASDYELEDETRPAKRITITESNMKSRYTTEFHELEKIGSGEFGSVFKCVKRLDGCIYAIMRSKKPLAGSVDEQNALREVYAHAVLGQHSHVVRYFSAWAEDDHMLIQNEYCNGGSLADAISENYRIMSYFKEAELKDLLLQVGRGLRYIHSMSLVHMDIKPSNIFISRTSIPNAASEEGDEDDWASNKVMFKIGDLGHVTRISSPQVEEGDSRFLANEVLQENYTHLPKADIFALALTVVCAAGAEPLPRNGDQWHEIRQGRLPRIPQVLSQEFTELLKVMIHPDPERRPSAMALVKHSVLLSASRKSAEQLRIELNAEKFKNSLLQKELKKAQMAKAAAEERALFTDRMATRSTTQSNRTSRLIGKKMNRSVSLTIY
# FXIa inh: inhibitors of human coagulation factor XIa. hit rate 0.14% among 220,000. AID 798. purified FXIa, Boc-Glu-Ala-Arg-AMC fluorogenic substrate. inhibition, % at 5 µM. P03951;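 active = inhibition of at least 40%; inactive = inhibition below 40%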;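 also: fluorescence of freed AMC excited at 355 nm; 0% = enzyme without compound and 100% = no enzyme blank; many of its hits are not listed in these tables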
# Rad51 HR inh: Rad51 (human) homologous recombination inhibition | Q06609 | hRad51 DNA strand exchange, fluorescence dequenching | inhibition, % at 10 µM | hit rate 0.085% among 200,000;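 active = inhibition above 40% at the single screening dose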;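 also: 0% = DMSO control wells and 100% = blanks with heterologous ssDNA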
# Target sequence (Q06609 whole entry, looked up): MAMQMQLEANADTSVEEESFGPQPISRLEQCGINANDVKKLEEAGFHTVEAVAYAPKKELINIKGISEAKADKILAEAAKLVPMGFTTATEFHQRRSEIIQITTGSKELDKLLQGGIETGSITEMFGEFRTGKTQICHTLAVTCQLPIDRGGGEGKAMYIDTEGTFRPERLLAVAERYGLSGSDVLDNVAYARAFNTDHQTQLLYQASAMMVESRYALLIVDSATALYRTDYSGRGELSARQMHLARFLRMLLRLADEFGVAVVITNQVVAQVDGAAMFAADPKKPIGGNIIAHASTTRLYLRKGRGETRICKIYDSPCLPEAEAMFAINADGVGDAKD
#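 Test system: preformed human Rad51 ssDNA filaments; also added: Donor/quencher-labelled 47-bp dsDNA substrate; doses: 10 µM final, single point; times: 37 °C 15-min filament assembly, 30-min compound preincubation, 15-min exchange; detection: FRET fluorescence dequenching, excitation 485 nm, emission 520 nm; read-out basis: Fluorescence-based percent inhibition, control- and blank-normalised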
# eIF4E 4G PPI: blocks eIF4E binding to eIF4G; inhibition, % at 21.7 µM; hit rate 0.37% among 220,000; AID 782; P63073+Q04637; TR-FRET eIF4E-eIF4GI(517-606) binding, 2 h;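 active = inhibition above about 30%, limit read from the data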;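 also: 0% = full FRET control wells and 100% = background wells lacking eIF4GI fragment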
# Mdm2 ligase inh: Mdm2 E3 ligase (human) inhibition | Q00987 | cell-based MDM2 ubiquitination luciferase reporter, 2 h; 0 = plate control, 100 = twice control, blank-subtracted | signal enhancement, % at 5 µM | hit rate 0.11% among 210,000;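 active = signal enhancement of 30% or more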;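 also: luminescence tracks abundance of the self-degrading MDM2-luciferase fusion protein; higher signal means inhibition of MDM2 E3 ligase activity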
#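 Test system: stable mammalian line carrying autodegrading MDM2–luciferase fusion reporter; quantity: 2000 cells in each well; times: 4 h cell settling then 2 h compound exposure, 37 °C; detection: luminescence with SteadyLite reagent, 15 min at room temperature; evaluation: percent signal gain over controls, blank-subtracted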
# Starred values were filed as active, the others as inactive; . = no result given; [ ] = remark or other dose.
SMILES,FXIIa inh,p97 inhibitor,KLK5 inh,14-3-3 Bad PPI,Wee1 degr inh,FXIa inh,Rad51 HR inh,eIF4E 4G PPI,Mdm2 ligase inh
COC(=O)c1ccc(/C=N/NC(=O)CC(=O)NCc2cccnc2)cc1,5.3,6.5,-0.4,-6.8,-0.2,-4.1,-0.8,1.8,3.0
Cc1ccc(C)n1-n1cnc2sc3c(c2c1=O)CCC3,18.8,4.0,-8.8,-4.8,-1.6,7.5,6.3,0.5,-9.5
CCc1ccccc1NC(=O)COc1ccc2oc(-c3ccc(OC)cc3)cc(=O)c2c1,1.8,3.0,-5.2,1.4,-0.1,3.6,-1.1,-4.1[fluorescence artefact?],-12.5
CC(C)c1ccc(C(CC(=O)O)NC(=O)c2cccs2)cc1 (configuration not stated),6.4,2.6,1.1,-1.0,-1.7,-2.8,-1.1,5.5,-4.0
O=C(CN1CCCCCC1)Nc1ccccc1Oc1ccccc1,2.0,1.8,-14.7,-21.1,-0.3,11.4,4.8,4.0,-9.6
O=C(c1noc2c1CCCC2)N1CCOCC1,12.1,-4.7,2.1,0.2,-0.8,-0.6,1.1,3.0[fluorescence artefact?],-2.9
Cc1ccc2c(c1)C(c1ccccc1)N(C(=O)c1ccc3c(c1)OCO3)CC(=O)N2 (configuration not stated),7.1,-2.2,-0.6,4.7,2.1,-0.1,21.1,0.8,-1.1
COc1ccc(S(=O)(=O)N2CCCOC2CNC(=O)C(=O)NCCCn2ccnc2)cc1OC (configuration not stated),6.7,1.3,-0.5,-18.5,2.1,-2.8,-5.3,-2.4,3.3
CCOCCCNC(=O)C(c1ccccc1)N(Cc1cccs1)C(=O)CNC(C)=O (configuration not stated),4.2,4.1,-6.3,-0.8,-1.9,-3.3,15.2,5.5[fluorescence artefact?],-0.8
O=C(CC1CCS(=O)(=O)C1)Nc1ccc[nH]c1=O (configuration not stated),10.4,2.3,-4.3,-5.9,0.3,-1.0,0.7,2.3,-1.8
O=C(Nc1cccc(C2OCCCO2)c1)c1cccs1,17.1,7.5,-2.5,6.2[fluorescence artefact?],3.9,12.6,.,1.8,-6.2
CN1c2ccsc2/C(=N/Nc2ccccc2)CS1(=O)=O,7.5,4.5,3.4,-3.0,-3.2,-1.3,-3.1,-3.3,-4.3
OC1(C2(O)CC(c3ccccc3)ON2)CCCCC1 (configuration not stated),14.5,2.5,-5.1,8.5,0.9,5.2,-7.4,0.3,-22.7
CCC(SC1=N/C(=C/c2ccccc2)C(=O)N1c1ccccc1)C(=O)Nc1cc(C)on1 (configuration not stated),9.5,-1.8,-10.8,-18.5,6.9,-0.3,10.6,-17.0,-8.7
CCOC(=O)CN1C(=O)N[C@H](c2ccc(Br)cc2)C(C(C)=O)=C1C,6.2,-2.9,6.8,0.9,5.2,1.8,9.9,-3.4[fluorescence artefact?],.
COC(=O)c1ccccc1-c1ccc(/C=C2\C(=O)N(c3ccccc3)N=C2c2ccccc2)o1,5.7,2.7,-0.2,-1.6,-2.6,-14.1,5.2,-4.5,-4.8
Cc1nn(C)cc1CN(C)C(=O)c1cc(-c2ccccc2)nc2ccc(Br)cc12,8.0,1.9,2.4,-5.5,-2.1,-1.8,.,-1.5,-18.6
O=[N+]([O-])c1ccccc1CN1CCN(Cc2c[nH]c3ccccc23)CC1,8.9,-3.1,-0.8,47.8,-1.5,-4.9,.,-1.8,-1.2
O=C(NNC(=S)Nc1ccc(F)cc1)C1[C@H]2CCCC[C@@H]12 (some centres not stated),2.7,8.9,-14.1,-7.3,-3.2,2.1,.,2.0,-14.5
C=C(C)c1cccc(C(C)(C)NC(=O)N2CCCC(C)C2)c1 (configuration not stated),20.7,-2.5,-7.6,-2.5,1.7,7.3,1.5,1.3[fluorescence artefact?],4.7
CC1=NN(c2ccc(Cl)cc2)C(=O)/C1=C\c1cccn1-c1ccc(S(N)(=O)=O)cc1,9.9,7.5,-7.1,-4.9,-2.7,1.5,-2.8,1.8,4.5
Cc1cccc(OCc2nnc(SCC(=O)Nc3cccc(C(=O)N4CCOCC4)c3)n2C)c1C,16.1,4.3,-9.5,10.7[fluorescence artefact?],8.1,6.8,-24.6,1.4,-59.9
COc1ccc(C(=O)Nc2nc(C)cc(C)n2)cc1,7.1,1.3,-1.2,-9.8,5.5,-3.7,-1.8,0.4,9.1
O=C(CSc1ccc2nnc(-c3ccccn3)n2n1)NCc1ccco1,9.1,-4.7,-6.8,5.4,-0.3,5.5,-5.6,1.0,-8.1
O=C(/C=C/C=C/c1ccccc1)CC1(O)C(=O)N(CCc2ccccc2)c2ccccc21 (configuration not stated),8.8,1.3,-6.5,-0.9[fluorescence artefact?],2.3,-10.6,.,6.2[fluorescence artefact?],-22.8
O=C(N/N=C/c1ccncc1)c1ccccc1[N+](=O)[O-],3.6,0.7,5.1,-8.4,-0.4,18.1,22.2,4.8,-11.1
Cc1ccccc1OCCSc1nnc(-c2ccncc2)n1C,5.5,2.6,-18.9,4.0,-0.7,0.6,-0.3,-7.6,-11.3
Cc1cc(S(=O)(=O)N2CCN=C2c2ccccc2)c(Cl)cc1Cl,5.4,-4.4,-11.5,-3.2[fluorescence artefact?],0.1,-7.3,15.0,6.4,0.1
CC(C)(C)c1ccccc1NC(=O)c1cccnc1,9.4,1.4,21.8,-4.0[fluorescence artefact?],0.0,7.7,-7.1,10.6[fluorescence artefact?],-5.9
C=CCn1c(SC(C)C(N)=O)nc2sc(CC)cc2c1=O (configuration not stated),-3.0,2.3,-4.0,-2.4,-2.4,1.1,-3.4,-3.5,-7.2
C=CCc1ccccc1OCC(O)CNC(C)C (configuration not stated),0.4,1.4,-7.8,-3.6,-1.0,0.0,-1.4,-1.7,.
S=C(NCCN1CCOCC1)N/N=C/c1ccccc1,12.5,7.8,-19.6,-5.8,2.5,-6.5,-6.5,-22.9,-9.1
O=C(COc1ncnc2ccccc12)Nc1ccc(Cl)c([N+](=O)[O-])c1,3.0,0.7,-17.2,-8.1[fluorescence artefact?],5.3,-3.2,-0.6,2.6,-5.7
Cc1cc(NC(=O)Nc2cc(C)nn2-c2ccccc2)n(-c2ccccc2)n1,8.6,0.9,-1.6,2.2,-5.4,-3.3,-7.8,3.7,0.3
CN1/C(=C\C(=O)CSc2nncn2C)C(C)(C)c2ccccc21,24.5,7.5,0.7,14.8[fluorescence artefact?],-0.3,28.0,-6.0,-2.0,-27.1
Cc1ccc(-c2ccc(CO)o2)cc1N,5.8,-1.7,-4.6,-11.6,5.0,-5.8,-2.4,-1.6,-12.8
CCCCOc1ccc(/C=C2/Sc3ccccc3C2=O)cc1,22.4,-7.8,-2.4,-8.8,-3.3,8.7,-4.9,3.8,1.5
O=C(C1CCCN1S(=O)(=O)c1cccc2nsnc12)N1CCCCC1 (configuration not stated),0.1,-5.5,-5.5,2.4,-0.1,-6.1,9.4,3.8,-5.8
O=C1CN(C(=S)Nc2ccccc2Cl)CCN1,-1.1,4.3,-3.5,-10.7,0.4,1.5,-6.0,-1.5,-3.8
COc1cc2c(C(=O)O)c(C)n(-c3ccccc3)c2c2ccccc12,1.6,-4.4,-2.6,-7.9,-1.1,-2.8,.,-2.1,-3.7
CSc1ccc(/C=C/C(=O)Nc2ccccc2)cc1,3.9,-10.9,-3.4,-14.6,2.1,-2.5,3.4,3.5,-72.0
CCOc1cc(N2CCOCC2)c(OCC)cc1NC(=O)COC(=O)[C@@H]1CCCN1S(=O)(=O)c1ccccc1F,8.5,1.5,3.3,-9.8,4.6,-0.1,25.4,-0.4,-25.7
C#CC(C)(CC)NC(=O)Cn1nnc(-c2ccc(S(C)(=O)=O)cc2)n1 (configuration not stated),9.0,-3.9,13.5,10.8,7.3,-2.0,-4.2,1.7,-17.1
Cc1cc(C)cc(OC(C)c2ccnc3nc(/N=C/N(C)C)nn23)c1 (configuration not stated),-2.8,-0.8,-3.4,-2.0,1.5,-13.5,-5.2,3.2,-9.9
Cc1cc(C)nc(NC(=O)/C=C/c2ccc(Cl)cc2Cl)c1,8.3,-3.0,1.4,4.3[fluorescence artefact?],5.6,-4.8,.,4.7,-23.1
O=S(=O)(NCC(c1ccco1)N1CCOCC1)c1ccc(Cl)cc1 (configuration not stated),7.2,1.3,-10.4,-6.8,-1.7,2.4,4.5,1.1,1.2
Cc1nn(C)c(C(=O)Nc2ccn(Cc3ccccc3F)n2)c1[N+](=O)[O-],13.1,-7.9,-1.7,-5.4[fluorescence artefact?],-0.5,-4.7,-2.9,6.1,2.2
Cc1cccc(C)c1OCC(O)CN1CCC(CN2C(=O)c3cccc4cccc(c34)C2=O)CC1 (configuration not stated),-17.3,-1.4,-11.2,3.1[fluorescence artefact?],2.1,-8.9,4.8,-2.6[fluorescence artefact?],-17.3
CNc1ccccc1-c1nc2ccccc2n(C)c1=O,4.7,-5.1,8.7,4.6,-0.3,-2.8,-6.0,5.0,-14.6
CCN1C(=O)/C(=C2\C=Cc3ccccc3N2CC)SC1=S,13.3,-1.1,-8.0,3.9[fluorescence artefact?],0.4,-10.5,-10.7,-0.9,-4.1
COCCNC(=S)N1CCN(c2cccc(C(F)(F)F)c2)CC1,3.5,2.3,-3.7,-18.7,-0.6,-1.6,.,-5.4,2.0

# Shown with two lines to a compound: 3 of the compounds above
# Value order: FXIIa inh | p97 inhibitor | KLK5 inh | 14-3-3 Bad PPI | Wee1 degr inh | FXIa inh | Rad51 HR inh | eIF4E 4G PPI | Mdm2 ligase inh
COC(=O)c1ccc(/C=N/NC(=O)CC(=O)NCc2cccnc2)cc1
 : 5.3 | 6.5 | -0.4 | -6.8 | -0.2 | -4.1 | -0.8 | 1.8 | 3.0
O=C(CC1CCS(=O)(=O)C1)Nc1ccc[nH]c1=O (configuration not stated)
 : 10.4 | 2.3 | -4.3 | -5.9 | 0.3 | -1.0 | 0.7 | 2.3 | -1.8
CC1=NN(c2ccc(Cl)cc2)C(=O)/C1=C\c1cccn1-c1ccc(S(N)(=O)=O)cc1
 : 9.9 | 7.5 | -7.1 | -4.9 | -2.7 | 1.5 | -2.8 | 1.8 | 4.5

# Three structures already listed, sorted by SMILES length, ascending:
SMILES,FXIIa inh,p97 inhibitor,KLK5 inh,14-3-3 Bad PPI,Wee1 degr inh,FXIa inh,Rad51 HR inh,eIF4E 4G PPI,Mdm2 ligase inh
Cc1cc(C)nc(NC(=O)/C=C/c2ccc(Cl)cc2Cl)c1,8.3,-3.0,1.4,4.3[fluorescence artefact?],5.6,-4.8,.,4.7,-23.1
Cc1cc(C)cc(OC(C)c2ccnc3nc(/N=C/N(C)C)nn23)c1 (configuration not stated),-2.8,-0.8,-3.4,-2.0,1.5,-13.5,-5.2,3.2,-9.9
Cc1nn(C)c(C(=O)Nc2ccn(Cc3ccccc3F)n2)c1[N+](=O)[O-],13.1,-7.9,-1.7,-5.4[fluorescence artefact?],-0.5,-4.7,-2.9,6.1,2.2
